JMJD2A Tudor – inhibitors of human JMJD2A Tudor domain; O75164; AlphaScreen JMJD2A-Tudor / H3K4me3 peptide binding; Potency, µM (series often up to 114 µM), inactives show top-dose activity change, negative = inhibition, actives largely listed as inhibitors; 4.4% of 390,000 active; AID 504339; further: potency means the concentration at half of the fitted maximal effect; on the % scale 0 is the no-effect control and ±100 the full control effect; nearly all actives have a fitted effect of over 50% in size
POLH inh – DNA polymerase eta (human) inhibition; Q9Y253; recombinant Pol eta, fluorescent DNA replication assay; Potency, µM (highest dose often 114 µM), for inactives: top-dose activity change, negative = inhibition, hits mostly inhibitors; 1.2% of 390,000 active; AID 588591; further: potency means the concentration at half of the fitted maximal effect; on the % scale 0 is the no-effect control and ±100 the full control effect
Target sequence (Q9Y253 whole entry, looked up): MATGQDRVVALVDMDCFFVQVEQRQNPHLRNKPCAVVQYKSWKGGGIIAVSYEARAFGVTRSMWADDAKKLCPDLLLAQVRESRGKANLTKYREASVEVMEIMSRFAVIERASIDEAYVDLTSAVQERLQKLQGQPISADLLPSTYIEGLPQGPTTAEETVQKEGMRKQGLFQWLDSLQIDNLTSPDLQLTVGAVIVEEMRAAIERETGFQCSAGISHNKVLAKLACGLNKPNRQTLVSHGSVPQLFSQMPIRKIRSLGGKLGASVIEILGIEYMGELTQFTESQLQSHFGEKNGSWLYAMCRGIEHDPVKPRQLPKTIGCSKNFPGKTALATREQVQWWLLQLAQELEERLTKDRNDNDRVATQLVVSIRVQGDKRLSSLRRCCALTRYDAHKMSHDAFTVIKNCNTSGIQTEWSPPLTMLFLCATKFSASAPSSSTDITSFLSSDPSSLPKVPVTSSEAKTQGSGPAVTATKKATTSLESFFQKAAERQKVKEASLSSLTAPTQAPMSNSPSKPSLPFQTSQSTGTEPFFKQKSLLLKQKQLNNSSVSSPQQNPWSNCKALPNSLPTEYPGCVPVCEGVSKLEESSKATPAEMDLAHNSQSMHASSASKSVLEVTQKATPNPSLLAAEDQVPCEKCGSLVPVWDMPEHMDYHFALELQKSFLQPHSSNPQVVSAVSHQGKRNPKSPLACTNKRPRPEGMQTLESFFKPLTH
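Pol eta (10 nM) was preincubated with compounds for 15 min at room temperature, after which fluorescent replication substrate (50 nM final) was added to start the reaction. Fluorescence was read kinetically at 0 and 10 min.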
Tb PGK inh – T. brucei PGK inhibition. P07378. PGK/GAPDH coupled, Kinase-Glo luminescence, 60 min. Potency, µM (titrated, usually from 57.5 µM), for inactives: top-dose activity change, negative = inhibition, actives largely listed as inhibitors. 0.043% of 380,000 active; further: potency means the concentration at half of the fitted maximal effect; on the % scale 0 is the no-effect control and ±100 the full control effect; nearly all actives have a fitted effect of over 60% in size
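Luminescent ATP detection (Kinase-Glo Plus) follows a 60-minute room-temperature incubation, with wells lacking PGK as controls. Buffer: 100 mM TEA (pH 7.6), 5 mM MgCl2, 0.01% Tween-20. Coupling enzyme GAPDH (100 nM final) supplies unstable 1,3-BPG in-well.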
HP1b chromo inh – blocks HP1-beta chromodomain binding to methylated histone tails; AlphaScreen HP1-beta / biotin-H3K9me3 peptide binding; Potency, µM (highest dose often 114 µM), without a hit: at the top dose activity change, negative = inhibition, hits mostly inhibitors; 0.56% of 390,000 active; AID 540317; further: potency means the concentration at half of the fitted maximal effect; nearly all actives have a fitted effect of over 70% in size; inactives centre near 23
Target sequence (P83916 whole entry, looked up): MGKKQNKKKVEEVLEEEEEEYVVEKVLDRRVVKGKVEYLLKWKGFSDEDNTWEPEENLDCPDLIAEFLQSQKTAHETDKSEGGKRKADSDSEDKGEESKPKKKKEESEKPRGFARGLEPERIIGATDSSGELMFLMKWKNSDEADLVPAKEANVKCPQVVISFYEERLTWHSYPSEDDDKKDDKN
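HP1-beta protein (50 nM final) preincubated 30 min at room temperature with biotinylated H3(1-18)K9me3 peptide (50 nM) in PBS pH 7.4, 0.01% Tween-20, then compound added for 30 min. AlphaScreen streptavidin donor/nickel chelate acceptor beads (10 ug/mL final), 30 min dark, luminescence read.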
PI4K2A block – blocks human PI4K2A kinase activity. Q9BTU6. purified PI4K2A, ADP-Glo luminescence, 1 h; active compounds read low. activity change, negative = inhibition, % at 76.9 µM. 0.13% of 420,000 active. AID 1346378; in the data active means activity change below about -50%; inconclusive means mostly about -30% to -49%;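 further: -100% = wells without enzyme as full effect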
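Compounds are screened against recombinant PI4K2A using PI as substrate and ATP, the latter dispensed at 300 microM. Reactions run one hour at ambient temperature before ADP-Glo detection; full inhibition defined by wells lacking enzyme.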
Pin1 inhibitor – inhibitors of human Pin1 | Pin1 FP peptide displacement, HiFluor488, 10 min | AID 504891 | Potency, µM (series often up to 115 µM), for inactives: at the top dose activity, negative = inhibition, usual class: inhibitors | 0.009% of 390,000 active; active means well fitted inhibition curve with a large enough effect in the polarisation, with a control signal flat, not every such curve was filed as active; inconclusive means small, poorly fitted or top-dose-only effect, or effect the other way, or a change in a side signal; inactive means no such curve, though single readings can be large or run the other way; the % refers to the polarisation; further: potency means the concentration at half of the fitted maximal effect; on the % scale 0 is the no-effect control and ±100 the full control effect
Target sequence (Q13526 whole entry, looked up): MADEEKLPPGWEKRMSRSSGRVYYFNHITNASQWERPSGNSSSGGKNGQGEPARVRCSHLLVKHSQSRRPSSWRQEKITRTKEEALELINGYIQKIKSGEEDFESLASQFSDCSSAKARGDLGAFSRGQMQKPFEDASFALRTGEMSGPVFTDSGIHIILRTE
BAZ2B inh – BAZ2B (human) inhibition. Q9UIF8. AlphaScreen BAZ2B-H3K14Ac peptide displacement. Potency, µM (top dose mostly 114 µM), without a hit: at the highest dose activity change, negative = inhibition, most hits filed as inhibitors. 4.4% of 360,000 active; further: potency means the concentration at half of the fitted maximal effect; on the % scale 0 is the no-effect control and ±100 the full control effect; nearly all actives have a fitted effect of over 60% in size
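Protein-peptide AlphaScreen: BAZ2B 50 nM, b-H3K14Ac 50 nM, 1x PBS pH 7.4 + 0.01% Tween-20. Preincubation 30 min RT; cpd 30 min RT (top 110 uM); beads 20 min RT, light-protected.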
G9a inh – G9a (human) methyltransferase inhibition; Q96KQ7; G9a H3K9 monomethylation, AlphaScreen, 2 h; Potency, µM (highest dose often 102 µM), for inactives: at the top dose activity, negative = inhibition, usual class: inhibitors; 8.8% of 350,000 active; AID 504332; further: potency means the concentration at half of the fitted maximal effect; on the % scale 0 is the no-effect control and ±100 the full control effect; nearly all actives have a fitted effect of over 75% in size
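G9a (20 nM) preincubated 15 min RT with compounds, then 500 nM biotinylated H3K9 peptide and 20 uM SAM added; 2 h RT reaction. Monomethyl-H3K9 product detected by AlphaScreen with anti-H3K9me1 antibody, streptavidin donor and anti-rabbit IgG acceptor beads.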
GLS inhibitor – inhibitors of human glutaminase (GLS). O94925. Potency, µM (doses to about 45.5 µM), for inactives: top-dose activity change, negative = inhibition, usual class: inhibitors. GLS enzymatic activity, qHTS titration. 0.21% of 410,000 active; further: potency means the concentration at half of the fitted maximal effect; on the % scale 0 is the no-effect control and ±100 the full control effect
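hKGA in 45 mM KH2PO4 pH 8.2, 0.02% Tween-20 with pin-transferred compounds; 1 mM L-glutamine (stock) plus glutamate oxidase/HRP/Amplex Red coupling added. Fluorescence read initially and after 30 min at RT.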
Active calls of the source: *; i = inactive; u = inconclusive; x = not tested or not shown; & = joins results of further samples; ! = not confirmed by another sample; [ ] = remark or other dose. Unless noted, the call rests on the fitted dose curve; in most records, active means well fitted curve in the direction sought with a large enough effect; inconclusive means small, poorly fitted or top-dose-only effect, or another doubt; inactive means no such curve, though single readings can be large; an effect the other way counts as inactive or inconclusive.

SMILES	JMJD2A Tudor	POLH inh	Tb PGK inh	HP1b chromo inh	PI4K2A block	Pin1 inhibitor	BAZ2B inh	G9a inh	GLS inhibitor
CCOC(=O)C1(Cc2cccc(OC)c2)CCCN(C(=O)CCN2CCCO2)C1 (stereo not drawn)	-18%	-18%	-7%	4%	-12	-3%	1%	22%	2%
Cc1cc(C)cc(N(CCC#N)C(=O)CSc2ncnc3sccc23)c1	-9%	-16%	-1%	15%	-1	1%	10%	-1%[12.7 µM]	4%
O=C(Nc1nccs1)c1cc2c(s1)-c1ccccc1OC2	-3%	-14%	-1%	61%[activator]	5	4%	14%	24%	1%
Cc1nc(-c2ccccc2)sc1-c1n[nH]c(=S)n1C	10µM*	-1%	-2%	12%	2	-3%	79µM*	3.5µM*	3%
O=C(CCCCCN1C(=O)c2cccc3cccc(c23)C1=O)NCc1ccco1	-3%	4%	-8%	32%	-3	3%	5%	x	15%
CCCCNS(=O)(=O)c1ccc(OC)cc1	-1%	-4%	i	15%	1	-2%	4%	12%[12.7 µM]	9%
CCn1c(SCC(=O)NCC(=O)Nc2ccc(F)cc2)nnc1-c1ccncc1	7%	-14%	-3%	43%[activator]	1	2%	-5%	-32%	-1%
CC(=O)N1CCc2c(sc(NC(=O)c3cccc(N4C(=O)CCC4=O)c3)c2C(N)=O)C1	0%	u	-7%	26%	-21	u	-27%	45µM*	5%
CCC[C@@H](OS(N)(=O)=O)[C@@H](Cc1ccccc1)C(=O)OCC	-28%	-10%	-5%	10%	-5	-10%	4%	x	10%
COc1cc(C2NC(=O)NC(c3ccccc3)=C2C(C)=O)c(Cl)cc1OCC(=O)O (stereo not drawn)	-4%	u	3%	52%[activator]	-2	-6%	x	11%	-1%
O=C1CC(c2ccccc2)CN1C(=O)c1cccc([N+](=O)[O-])c1 (stereo not drawn)	-13%	-16%	i	11%	1	2%	-12%	-4%[59 µM]	8%
CCc1nc2ccccc2c(C(=O)OCCN2C(=O)c3ccccc3C2=O)c1C	-11%	-3%	-3%	28%	1	3%	3%	9%	-3%
COc1ccc(OCC(=O)NNC(=O)C(=O)Nc2ccc(C)cc2)cc1	u	-12%	2%	7%	-8	2%	-10%	-4%[59 µM]	7%
CCOc1ccccc1NC(=O)N1CCC(NC(=O)C2CCCCC2)CC1	-5%	u	-9%	32%	-2	-4%	3%	7%	-1%
O=C(NCc1cccn1Cc1ccccc1)Nc1ccc(Br)cc1F	-18%	4%	-11%	u	2	1%	-4%	8%[59 µM]	-1%
Cc1cc(C)c2c(=O)n(CC(=O)NCCCN3CCOCC3)sc2n1	1.1µM*	-6%	i	3.2µM*	0	2%	u	1.3µM*	30%
CC(C)CC(CO)N1CCN(C(=O)c2cccc(C(F)(F)F)c2)CCC1=O (stereo not drawn)	-15%	-15%	-7%	28%	-2	1%	0%	1%	5%
CCOC(=O)C1(CCCc2ccccc2)CCN(C(=O)CCc2cnn(C)c2)CC1	-1%	-21%	i	30%	-20	30%[activator]	-17%	22%[12.7 µM]	-9%
CCOC(=O)Cn1c(=O)n(C2CCCCC2)c2nc(-c3cccc(C)c3)nc(C(N)=O)c21	-4%	-11%	i	26%[57 µM]	-1	2%	5%	-3%[59 µM]	-2%
CC(=O)N1CCC(C(=O)Nc2ccc(S(=O)(=O)N3CCCCC3)cc2)CC1	-9%	-15%	-5%	24%	-1	1%	-1%	x	5%
Cc1ccc(S(=O)(=O)NC(=O)c2ccc(Br)o2)c(C)c1	-10%	-17%	-4%	40%[activator]	1	-4%	1%	-6%	1%
CN1CCN(CCCN2c3ccccc3Sc3ccc(Cl)cc32)CC1	45µM*	-17%	2%&-4%	u	-8&-5&1&2	2%&2%	20µM*	16µM*!	38%&2%&29%[activator]
Cc1cc(C(F)(F)F)nn1Cc1n[nH]c(=S)n1-c1cccc(Cl)c1	u	-15%	-8%	34%[activator]	5	-2%	-2%	25µM*	-8%
Cc1ccc(NCc2nnc(SCC(N)=O)n2CC2CCCO2)c(C)c1 (stereo not drawn)	-34%[57.1 µM]	7%	-1%	-22%	3	0%	5%	20%[59 µM]	5%
Cc1nnc(OC(C)C)c2nn(-c3ccccc3F)c(C)c12	-3%	-17%	-7%	8%	-5	5%	-1%	-16%	2%

G9a inh, hit marks shown above
SMILES	JMJD2A Tudor	POLH inh	Tb PGK inh	HP1b chromo inh	PI4K2A block	Pin1 inhibitor	BAZ2B inh	G9a inh	GLS inhibitor
Cc1nc(-c2ccccc2)sc1-c1n[nH]c(=S)n1C	10µM*	-1%	-2%	12%	2	-3%	79µM*	3.5µM*	3%
CC(=O)N1CCc2c(sc(NC(=O)c3cccc(N4C(=O)CCC4=O)c3)c2C(N)=O)C1	0%	u	-7%	26%	-21	u	-27%	45µM*	5%
Cc1cc(C)c2c(=O)n(CC(=O)NCCCN3CCOCC3)sc2n1	1.1µM*	-6%	i	3.2µM*	0	2%	u	1.3µM*	30%
CN1CCN(CCCN2c3ccccc3Sc3ccc(Cl)cc32)CC1	45µM*	-17%	2%&-4%	u	-8&-5&1&2	2%&2%	20µM*	16µM*!	38%&2%&29%[activator]
Cc1cc(C(F)(F)F)nn1Cc1n[nH]c(=S)n1-c1cccc(Cl)c1	u	-15%	-8%	34%[activator]	5	-2%	-2%	25µM*	-8%

Other results follow:
SMILES	JMJD2A Tudor	POLH inh	Tb PGK inh	HP1b chromo inh	PI4K2A block	Pin1 inhibitor	BAZ2B inh	G9a inh	GLS inhibitor
Cc1ccc(NC(=S)N2CCN(c3nccc(C(F)(F)F)n3)CC2)c(C)c1	1%	-18%	2%	33%	3	21%	-2%	-2%	-9%
CCn1cc(C(=O)NCCc2ccccc2)c(=O)c2cc(S(=O)(=O)N(C)C)ccc21	-12%	-21%	-3%	20%	-4	-5%	-1%	14%	1%
CCOc1ccc(NC(=O)CN(C)C(=O)C2COc3ccccc3O2)cc1OCC (stereo not drawn)	-16%	-16%	1%	9%[57 µM]	-6	7%	x	x	-12%
CCCCNC(=O)CC1N=C2c3ccccc3N=C(SCC(=O)Nc3ccc(OC)cc3)N2C1=O (stereo not drawn)	-17%[57.1 µM]	-2%	-10%	28%	4	20%	4%	-4%	u
COCCN1Cc2cccc(C(=O)Nc3ccc(C(=O)OC)cc3)c2C1=O	-10%	-25%	0%	18%	0	-1%	x	-4%[59 µM]	-8%
CN(C)c1cc(Cl)c2nonc2c1N	u	79µM*	-5%	u	-57*	-12%	50µM*	40µM*	0%
CCC(=O)NC(=S)Nc1ccccc1C(=O)NC1CCCCC1	-4%	-13%	i	30%	0	-7%	-12%	-25%[59 µM]	-8%
O=S(=O)(NC1c2cccc3cccc(c23)C1N1CCNCC1)c1ccc(Cl)cc1 (stereo not drawn)	-19%	-22%	4%	16%	3	6%	u	6%[12.7 µM]	-2%
O=C(CC(c1ccco1)C1CCCCC1=O)c1ccccc1 (stereo not drawn)	-20%	-12%	3%	31%	2	0%	-9%	u	5%
CN(CC(=O)N1CCN(Cc2ccccc2)CC1)S(=O)(=O)c1ccc(Br)cc1	-11%	-13%	-1%	16%	1	-15%	-24%	-1%	2%
COC(=O)c1cccc(NC(=O)CSc2nc(O)c(-c3ccccc3)c(=O)[nH]2)c1	-24%	25µM*	-5%	22%	1	0%	u	71µM*	-10%
CCc1ccccc1NC(=O)c1ccc2c(O)c(S(=O)(=O)c3ccccc3)c(=O)[nH]c2c1	79µM*	-5%	i	6%	-5	0%	u	16µM*	0%
CC(=O)c1c(C)[nH]c(C(=O)OCC(=O)N2CCCC2=O)c1C	-5%	-10%	i	23%	-3	-5%	u	20%[2.33 µM]	-2%
O=C(CCn1cccc1)Nc1ccc(OC(F)(F)F)cc1	-27%	-16%	-10%	9%	-2	-1%	-37%	u	3%
O=C(CCCC(=O)N(CC(=O)NC1CCCC1)Cc1ccccc1)Nc1ccccn1	-17%	-11%	0%	27%	3	4%	22%	20%[2.33 µM]	2%
Oc1ccc2ccccc2c1C=Nc1ccccc1	-18%	-5%	0%	4%	1	1%	-24%	2.5µM*	37%[activator]
O=C(COC(=O)C1Cc2ccccc2CN1C(=O)c1ccccc1Cl)Nc1ccc(N2CCOCC2)cc1 (stereo not drawn)	u	-9%	-10%	-16%	-5	1%	u	u	4%
CCOc1cc2c(C)cc(=O)oc2cc1Cl	-5%	-10%	1%	27%	-1	0%	4%	20%	0%
CCN(CC(=O)Nc1cc(Cl)ccc1C)C(=O)C1CCN(c2ncnc3sc(C)c(C)c23)CC1	x	-17%	-2%	x	-1	x	x	x	-5%
Cc1oc2c(C)c3oc(=O)c(CCC(=O)N4CCC(C(=O)NCCC(=O)O)(c5ccccc5)CC4)c(C)c3cc2c1C	-16%	-5%	-2%	35%	-8	4%	-22%	-12%[59 µM]	-5%

Complete entries, looked up by structure:
Results for CCCCNC(=O)CC1N=C2c3ccccc3N=C(SCC(=O)Nc3ccc(OC)cc3)N2C1=O (stereo not drawn) : JMJD2A Tudor = -17%[57.1 µM]; POLH inh = -2%; Tb PGK inh = -10%; HP1b chromo inh = 28%; PI4K2A block = 4; Pin1 inhibitor = 20%; BAZ2B inh = 4%; G9a inh = -4%; GLS inhibitor = u
Results for COC(=O)c1cccc(NC(=O)CSc2nc(O)c(-c3ccccc3)c(=O)[nH]2)c1 : JMJD2A Tudor = -24%; POLH inh = 25µM*; Tb PGK inh = -5%; HP1b chromo inh = 22%; PI4K2A block = 1; Pin1 inhibitor = 0%; BAZ2B inh = u; G9a inh = 71µM*; GLS inhibitor = -10%

Compound activity (PubChem BioAssay)

Some of the compounds tested. The share of hits here may be higher or lower than overall.
